Screens: PubChem, several laboratories
HTR5A inv ctr: counter-screen for OPRM1-OPRD1 inverse agonists: human HTR5A inverse agonism; P47898; HTR5A cell line, luminescence; inhibition, % at 9.3 µM; 0.083% of 340,000 active; in the data active means inhibition mostly above about 23%, no sharp cut-off; inactive means mostly below about 18%;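 further: 0% = cells with DMSO and 100% = no-cell wells with DMSO; some compounds called inactive have numbers as strong as hits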
PKA-R2B act: activates the human PKA-R2B holoenzyme complex; AID 504700; activation, % at 11.4 µM; 0.079% of 340,000 active; P22694+P31323; PKA-R2B holoenzyme dissociation, Cy5-IP20 fluorescence polarization; R2B truncated from residue 108, S112A mutant; 0% DMSO only, 100% 113 µM cGMP;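 active means activation above a cutoff set at the mean over all compounds plus 3 SD, cut at about 18% in these data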;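 further: higher means more holoenzyme dissociation and a rise in polarization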
phage Ecoli inh: E. coli growth loss with phage present. growth absorbance. inhibition, % at 11.9 µM. 0.26% of 360,000 active. AID 651602; in the data active means inhibition above about 11%
OPRM1-OPRD1 ag: OPRM1-OPRD1 heterodimerization agonism | cells, luminescence | P35372+P41143 | 0.3% of 340,000 active | activation, % at 9.3 µM | AID 504326; in the data active means activation above about 18%;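 further: 0% = vehicle-treated cells and 100% = reference agonist; values of inactives mirror those of a sister screen read the other way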
Tat export inh: E. coli Tat transport inhibition. E. coli MC4100 TorA-mCherry Tat export, fluorescence. AID 488895. 0.036% of 340,000 active. inhibition, % at 10 µM;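 active means mean replicate inhibition at least 50% and at least half of replicates individually reaching 50%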;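 further: exported cargo escapes ClpAP degradation while cytoplasmic cargo is degraded and loses fluorescence; 0% = median of neutral control wells and 100% = median of NaSCN control wells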
PKA-R1A activ: PKA-R1A complex activation | activation, % at 11.4 µM | 0.083% of 340,000 active | PKA-R1A dissociation, Cy5-IP20 fluorescence polarization; scaled: DMSO 0%, 113 µM cGMP 100% | P00514+P68181 | AID 504707;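 active means percent activation above the mean of all tested compounds plus 3 SD, cut at about 19% in these data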;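 further: higher means more PKAc released from R1A so a rise in polarization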
AddAB inh: less growth of phage-infected E. coli with AddAB. 0.29% of 330,000 active. E. coli expressing H. pylori AddAB, absorbance growth. inhibition, % at 11.9 µM. AID 435030; in the data active means inhibition above about 12%;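 further: 0% = vehicle wells of infected cells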
Mot1-301 SUMO: SUMOylation pathway inhibition by Mot1-301 growth rescue; S. cerevisiae Mot1-301 growth rescue, ATP luminescence, 38.5C; percent above DMSO median, 100 means doubled; growth rescue, % at 18.8 µM; 1% of 320,000 active;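 active means every valid replicate shows activation above 250% relative to neutral control wells; inactive means the rest, any valid replicate at or below 250%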;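 further: OY570 slx delta 5 strain wells were the positive control but not used for scaling; some compounds called inactive have numbers as strong as hits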
MOR-DOR inv ag: mu-delta opioid heterodimer inverse agonism; cell-based MOR-DOR heterodimer luminescence; inhibition, % at 9.3 µM; 0.21% of 340,000 active; in the data active means inhibition above about 22%, passing the limit was not always enough;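 further: 0% = cells with DMSO and 100% = wells without cells with DMSO; values of inactives mirror those of a sister screen read the other way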
E coli growth: counter-screen for AddAB inhibitors: E. coli growth inhibition | AID 449728 | inhibition, % at 11.9 µM | 0.27% of 330,000 active | E. coli V3065 growth, OD600 absorbance, 18 h;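 active means inhibition above the campaign's mean inhibition across all tested compounds plus 3 SD, cut at about 9.9% in these data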;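 further: uninfected addAB+ strain grown without phage in ampicillin broth; 0% = DMSO wells and 100% = ciprofloxacin 0.95 µg/ml wells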
PfHsp90 set2: reduces growth (ATP signal) of yeast expressing P. falciparum Hsp90; S. cerevisiae expressing PfHsp90, BacTiter-Glo ATP, 48 h; yeast lacking PDR1 and PDR3 efflux regulators; AID 504621; 0.32% of 310,000 active; inhibition, % at 9.4 µM;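 active means every replicate shows inhibition above about 80%, whatever the replicate mean, limit read from the data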;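 further: 0% = DMSO neutral controls and 100% = 20 µM radicicol positive controls; yeast relying on Plasmodium falciparum Hsp90 in place of its own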
Starred values were filed as active, the others as inactive.

SMILES	HTR5A inv ctr	PKA-R2B act	phage Ecoli inh	OPRM1-OPRD1 ag	Tat export inh	PKA-R1A activ	AddAB inh	Mot1-301 SUMO	MOR-DOR inv ag	E coli growth	PfHsp90 set2
O=C(CCN1CCN(CCO)CC1)N1c2ccccc2Sc2ccc(C(F)(F)F)cc21	-1	-1	2.6	0.3	7	5	-0.8	-2	-2	0.8	-14

An excerpt, so the mix of outcomes need not match the whole.
